Source: PubChem
TbHK1 inh – Trypanosoma brucei hexokinase 1 inhibitors, primary screen, biochemical, G6PDH-coupled NADH absorbance, MLSCN library. inhibition, % at 10 µM. 220,000 tested, 0.11% active. recombinant TbHK1, G6PDH-coupled NADH A340;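 active means inhibition of 50% or more in the single-dose primary screen; inactive means inhibition below 50%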
L929 necroptosis – inhibitors of zVAD-triggered necroptosis, primary screen, L929 cells | L929 zVAD necroptosis rescue, ATP luminescence, 24 h; with zVAD 60 µM | viability rescue, % at 10 µM | 220,000 tested, 0.38% active;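 active means activation, scaled between plate controls, above about 75%, limit read from the data; inactive means activation under that limit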;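 further: 0% = zVAD with DMSO and 100% = DMSO alone without zVAD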
CHOP inh – inhibitors of CHOP promoter induction, primary screen, cell-based, unfolded protein response, luciferase reporter | 220,000 tested, 3.8% active | inhibition, % at 10 µM | CHO-K1 CHOP-promoter luciferase, tunicamycin-induced, 15-18 h | AID 2732, 2010;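 active means compounds that reduced the stress-induced luciferase reporter signal by more than about 70% of percent inhibition, limit read from the data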;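 further: 0% = tunicamycin plus vehicle and 100% = wells without tunicamycin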
EP2 antag – human EP2 receptor antagonists, primary screen, TR-FRET cAMP, C6 glioma cells. inhibition, % at 25 µM. 260,000 tested, 0.52% active. Prostaglandin E2 receptor EP2 subtype (Homo sapiens), P43116. C6 glioma cells expressing human EP2; cells stimulated with saturating PGE2. AID 1422, 2008;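 active means percent inhibition above 40 after rounding to a whole number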;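 further: rat C6 glioma host cells with rolipram phosphodiesterase inhibitor present; the protocol text gives 20 µM as final concentration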
Target sequence (P43116 whole entry, looked up): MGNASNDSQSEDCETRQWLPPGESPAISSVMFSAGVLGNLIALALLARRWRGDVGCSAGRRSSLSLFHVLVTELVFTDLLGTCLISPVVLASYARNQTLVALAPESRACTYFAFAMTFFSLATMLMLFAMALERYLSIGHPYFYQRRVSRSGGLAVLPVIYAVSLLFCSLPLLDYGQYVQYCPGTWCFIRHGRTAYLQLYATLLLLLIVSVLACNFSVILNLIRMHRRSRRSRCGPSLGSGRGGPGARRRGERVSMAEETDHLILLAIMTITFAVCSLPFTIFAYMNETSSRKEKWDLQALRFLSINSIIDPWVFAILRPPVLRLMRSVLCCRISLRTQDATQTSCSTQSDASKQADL
TNF death inh – inhibitors of TNF-alpha triggered necroptosis, primary screen, cell-based, Jurkat FADD-/-, single concentration; Jurkat FADD-/- TNF necroptosis rescue, ATP luminescence, 24 h; 0 = TNF only, 100 = no-TNF cells; activation (protection from cell death), % at 10 µM; 220,000 tested, 0.068% active; AID 463075, 2010;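 active means activation, meaning protection from cell death, of at least 50% relative to plate controls; inactive means activation below 50%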;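 further: necroptosis triggered by 40 ng/mL TNF-alpha added together with compound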
PPC-1+TRAIL kill – compounds killing PPC-1 cancer cells with TRAIL present, primary screen, TRAIL potentiator project, ATPLite luminescence, uHTS | PPC-1 cells + TRAIL, ATPLite viability luminescence | 220,000 tested, 0.41% active | cell killing (% activity), % at 4 µM;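 active means cell killing above 50% in the first pass at 4 µM, then a duplicate retest at 5 µM averaging 50% or more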;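 further: plate controls were cells with TRAIL plus DMSO for no effect and medium-only wells lacking cells for full effect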
Wee1 degr inh – Wee1 degradation inhibitors, primary screen, cell-based, HeLa, Wee1K328M-luciferase, luminescence; HeLa Luc-Wee1K328M stability; 100% = proteasome inhibitor MG132 effect; reporter increase, % at 5 µM; 220,000 tested, 1.2% active;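 active means activation above the mean of all tested compounds plus 3 SD, set per screening run, cut at about 8.8% in these data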;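 further: cells exposed to compound for 20 h before luminescence read; 0% = DMSO alone and 100% = MG132 at 30 µM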
Target sequence (P30291 whole entry K328M): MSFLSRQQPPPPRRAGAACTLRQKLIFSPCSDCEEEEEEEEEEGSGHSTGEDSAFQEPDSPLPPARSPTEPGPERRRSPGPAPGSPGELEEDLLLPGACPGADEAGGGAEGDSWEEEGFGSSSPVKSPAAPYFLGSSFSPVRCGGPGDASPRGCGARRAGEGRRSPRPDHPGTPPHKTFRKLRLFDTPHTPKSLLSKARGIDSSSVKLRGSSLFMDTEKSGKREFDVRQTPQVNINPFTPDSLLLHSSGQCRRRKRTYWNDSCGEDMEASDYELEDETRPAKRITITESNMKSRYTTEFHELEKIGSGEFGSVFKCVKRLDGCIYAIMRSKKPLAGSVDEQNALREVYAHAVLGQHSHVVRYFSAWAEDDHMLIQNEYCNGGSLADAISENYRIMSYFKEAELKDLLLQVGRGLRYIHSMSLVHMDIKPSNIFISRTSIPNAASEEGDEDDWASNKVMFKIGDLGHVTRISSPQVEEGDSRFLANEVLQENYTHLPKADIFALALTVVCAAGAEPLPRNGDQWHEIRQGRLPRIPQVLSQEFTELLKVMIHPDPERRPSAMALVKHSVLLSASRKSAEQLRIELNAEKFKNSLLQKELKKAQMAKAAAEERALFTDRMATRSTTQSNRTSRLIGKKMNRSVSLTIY
FXIa inh 1536 – human FXIa protease inhibitors, primary screen, biochemical, 1536-well | purified FXIa, Boc-Glu-Ala-Arg-AMC fluorogenic substrate | inhibition, % at 5 µM | 220,000 tested, 0.14% active | AID 798, 2007;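 active means inhibition of at least 40%; inactive means inhibition below 40%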;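 further: fluorescence of freed AMC excited at 355 nm; 0% = enzyme without compound and 100% = no enzyme blank; many of its hits are not listed in these tables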
FXIIa inh 1536 – human FXIIa protease inhibitors, primary screen, biochemical, 1536-well | Coagulation factor XII (Homo sapiens), P00748 | purified FXIIa, Boc-QGR-AMC fluorogenic substrate, 2 h | inhibition, % at 5 µM | 220,000 tested, 0.3% active; in the data active means inhibition above about 40%;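 further: 0% = enzyme with no compound and 100% = blank without enzyme; many of its hits are not listed in these tables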
Numbers without * were called inactive; nt = not tested or not shown; & = joins results of further samples. This is a subset; count on the stated rates, not on these rows.

SMILES	TbHK1 inh	L929 necroptosis	CHOP inh	EP2 antag	TNF death inh	PPC-1+TRAIL kill	Wee1 degr inh	FXIa inh 1536	FXIIa inh 1536
CC1CCc2nn(CC(=O)NCCCN3CCCCC3)cc2C1 (stereo not given)	4	-1.1	-20	3	0.9	-8	nt	6	13
Cc1cc(C(=O)NCCc2ccc(S(N)(=O)=O)cc2)no1	2	1.3	20	4	-0.6	10	8	2	13
COc1cccc(-c2cc(C(=O)NN3CCOCC3)c3ccccc3n2)c1	-11	0.3	7	4	1.4	-14	0	6	5
C=CCc1cccc2cc(C(=O)NC3=C(C#N)CCC3)c(=O)oc12	-17	-0.2	11	4	-4.2	31	0	2	-1
COC(=O)c1cc(Oc2ccc(C(=O)OC)cc2N)cc(C(=O)OC)c1	-11	-0.2	-16	7	-1.6	-12	-5	-3	0
CCOc1ccc(NS(=O)(=O)c2ccc(OC)c(C)c2)cc1	3	0.3	25	3	9.2	10	-3	-5	-1
Clc1ccc(OCc2nnc(SCCN3CCCCC3)n2Cc2ccco2)cc1	6	-2.5	30	8&10	2.6	29	-2	13	24
COc1ccc(N2CC(C(=O)NCc3ccccc3)CC2=O)cc1 (stereo not given)	1	0.8	-8	2	2.8	18	1	1	-1
c1ccc(Nc2nc3ccccc3n3nnnc23)cc1	-14	0.2	-13	14	-4.7	2	5	1	6
Cc1c(-c2cccc(Cl)c2)nc2ccccc2c1C(=O)OCC(=O)Nc1ccc2c(c1)OCO2	-2	1.8	78*	6	0.3	28	3	3	9
O=C(CSc1nc2ccccc2c(=O)[nH]1)c1ccccc1	3	-1.2	-12	6	2.6	10	0	10	15
COc1ccc(OCC(=O)N/N=C2/C=C(C)CC2)cc1	-3	1.9	6	13	-0.6	1	4	-2	8
Cc1cccc(OCCCn2c(CCNC(=O)C(C)C)nc3ccccc32)c1	1	0.1	24	2	-3.8	2	2	-1	7
Cc1cc(C(=O)C(=O)N(C)C)c(C)n1-c1ccc(Cl)cc1	-9	0.9	26	6	-0.5	4	1	-7	-2
COc1ccc2ncc(S(=O)(=O)c3ccccc3)c(N3CCC4(CC3)OCCO4)c2c1	-3	0.9	8	9	3.8	-12	0	7	11
CCOC(=O)Cn1nc(-c2ccccc2)c2cnc3ccc(C)cc3c21	-4	43	73*	nt	-1.0	12	-1	7	13
CCOc1ccc(OCC)c(NC(=O)C(NS(=O)(=O)c2ccc3c(c2)oc(=O)n3C)C(C)C)c1 (stereo not given)	-13	-0.1	8	4	-4.3	3	-3	-1	11
O=c1c2c(nc3n1CCCCC3)sc1c(O)cccc12	1	-0.1	-13	12&11	-6.9	37	-1	3	9
CCOC(=O)N1CCC(N2C(=O)c3ccccc3C2Nc2cccnc2)CC1 (stereo not given)	3	-0.8	-20	11	1.0	20	-2	4	17
COc1ccccc1-c1ccc(=O)n(CC(=O)NCc2ccc3c(c2)OCO3)n1	1	0.0	16	7	-2.2	4	-1	9	15
CC1CCC(C(C)C)C(OCC[N+](C)(C)C)C1 (stereo not given)	2	0.8	4	1	0.1	37	0	-9	-3
CC(=O)c1c(C)nc2ccc(Br)cc2c1-c1ccccc1	-1	0.1	44	5	1.6	14	-1	-2	8
CC1=CS(=O)(=O)CC1Sc1nc2ccccc2[nH]1 (stereo not given)	-13	0.4	10	3	0.6	17	-1	-2	12
Cc1cccc(C)c1NC(=O)CSC(=S)N1CCCC1	1	1.5	12	1	0.0	10	-1	9	7
Cc1cc(C(=O)N/N=C/c2ccc([N+](=O)[O-])cc2)c(C)o1	-44	9.7	-28	4	-2.1	10	2	-6	2
O=C(c1ccccc1)c1ccc(C(=O)N2CCOCC2)cc1	9	0.2	11	10	-2.9	-3	1	-3	11
Cc1ccc(Cl)cc1NC(=O)COC(=O)C1CCCC1	-4	-1.0	15	11	2.2	-2	2	-1	17
COc1ccc(NC2c3ccccc3C(=O)N2c2cccnc2)cc1 (stereo not given)	-19	0.2	7	4	-0.2	17	1	-1	10
C=CCNc1nnc(C)c2ccccc12	12	0.0	8	13	-0.2	-2	-4	-5	13
c1ccc(CSc2ncnc3sccc23)cc1	6	-0.2	6	4	0.1	-15	1	25	37
O=C(CNc1ccc(Cl)cc1)NNC(=S)NCc1ccccc1	9	2.0	60	10	-1.3	16	-1	-3	8
CCOC(=O)C1(Cc2cccc(OC)c2)CCN(Cc2ccon2)CC1	-10	-0.5	-8	6	1.1	6	5	-5	3
O=C(NCc1cccs1)C1CCCN1C(=O)Nc1ccc(F)cc1 (stereo not given)	8	0.5	9	8	2.2	21	8	2	12
Cc1nn(-c2ccccc2)c(Cl)c1/C=N/O	-1	nt	-8	6	-1.3	14	0	-1	2
CN(C)S(=O)(=O)c1ccc(C(=O)Nc2ccccn2)cc1	-9	12	48	4	5.5	9	0	2	2
O=c1cc(N2CCCCC2)c2ccccc2o1	-8	4.6	8	13	0.5	-4	-3	-1	3
CCN(CC)CCOC(c1ccccc1)c1ccc(C)cc1 (stereo not given)	6	0.6	40	3	1.5	8	2	2	5
CCOC(=O)N1CCN(C(=O)CSc2nnc(-c3ccc(C(C)(C)C)cc3)o2)CC1	-6	1.9	61	8	3.9	23	-1	-2	7
O=C(O)C1=C[C@H](c2coc3ccccc3c2=O)C[C@H](OCc2ccc(CO)cc2)O1	-4	0.0	6	13	0.0	2	0	1	12
COCCN(C(=O)Nc1ccccc1)C(C)c1cccnc1 (stereo not given)	-3	0.1	17	9	-0.4	13	4	1	12

Some entries already given, reduced to EP2 antag, TbHK1 inh and L929 necroptosis.
structure | EP2 antag | TbHK1 inh | L929 necroptosis
O=C(c1ccccc1)c1ccc(C(=O)N2CCOCC2)cc1 | 10 | 9 | 0.2
Cc1ccc(Cl)cc1NC(=O)COC(=O)C1CCCC1 | 11 | -4 | -1.0

Continuation:
SMILES	TbHK1 inh	L929 necroptosis	CHOP inh	EP2 antag	TNF death inh	PPC-1+TRAIL kill	Wee1 degr inh	FXIa inh 1536	FXIIa inh 1536
O=c1c2c(nc3cc(-c4cccc(Cl)c4)[nH]n13)CCC2	1	0.7	-28	2	-1.3	10	1	3	6
COC(=O)C1CCN(C(=O)CSc2ccccc2)CC1	38	0.6	10	3	1.4	14	5	6	5
CCOc1ccc(CNC(=O)c2cc3oc4ccccc4c3n2C)cc1	-4	-0.2	20	8	-1.0	20	-1	3	18
COC(=O)c1cc(=O)c2cccc(OC)c2[nH]1	-19	0.3	8	8	-1.5	7	-1	-2	5
O=[N+]([O-])c1cc(Cc2ccccc2)cc(C=Nc2ccc(N3CCOCC3)cc2)c1O	-11	0.5	17	5	0.3	20	1	12	14
O=C(Cn1cnc2ccccc2c1=O)c1ccccc1	-3	0.3	12	17	10.0	14	2	8	16
CCOC(=O)/C(C(N)=NCCCO)=C(/O)c1ccccc1	-3	0.0	-16	17	-0.8	13	0	3	10
CCOC(=O)c1cnc2ccc(C(=O)OC)cc2c1NCCN1CCOCC1	-32	0.4	9	7	0.6	11	-1	13	27
CC(NC(=S)Nc1ccccc1OC(F)F)C(C)(C)C (stereo not given)	-3	0.5	5	5	-9.1	25	5	-1	7
CCOC(=O)c1c(NC(=O)CC)sc(C(C)=O)c1C	-15	-0.1	29	18	0.0	11	0	6	25
COc1ccc(-n2c(C)cc(C(=O)CSc3nnc(-c4cccs4)o3)c2C)cc1	-3	-1.6	45	5	-13	-3	-1	4	17
CCCCC(CC)C1OCC(CN2CCCC2)O1 (stereo not given)	4	-0.2	29	13	-2.0	-5	1	-7	-2
COc1ccc(S(=O)(=O)N(C)CC(=O)NCCC2=CCCCC2)cc1OC	-1	0.2	15	3	0.0	31	-1	-10	-3
O=C(/C=C/c1ccc(F)cc1)NC(=S)Nc1ccccc1C(=O)NC1CCCCC1	-3	0.2	-5	nt	0.3	18	-2	0	7
O=C(N/N=C/c1ccc(Br)s1)c1ccc([N+](=O)[O-])cc1	-7	-0.5	-12	8	-1.7	28	9.0*	1	-5
COc1cc([N+](=O)[O-])ccc1NC(=O)COC(=O)c1n[nH]c2ccccc12	31	-0.5	18	8	4.3	35	2	1	0
O=C(CSc1cn(CCNC(=O)c2ccc3ccccc3c2)c2ccccc12)NCc1ccco1	-3	0.8	42	9	-2.5	-6	-2	2	12
COCCNC(=O)c1cc(-c2ccc(OC)c(OC)c2)on1	2	1.2	24	9	-1.7	1	1	-11	7
COc1ccc(OC)c(CNC(=O)Cc2c(C(=O)O)[nH]c3ccc(Cl)cc23)c1	3	8.2	-14	4	1.6	7	0	-2	8
Cn1c(C23CC4CC(CC(C4)C2)C3)n[nH]c1=S	-4	0.3	9	5	0.9	-10	-1	1	5

Entries of single compounds, looked up by structure:
CCCCC(CC)C1OCC(CN2CCCC2)O1 (stereo not given) is listed with TbHK1 inh: 4; L929 necroptosis: -0.2; CHOP inh: 29; EP2 antag: 13; TNF death inh: -2.0; PPC-1+TRAIL kill: -5; Wee1 degr inh: 1; FXIa inh 1536: -7; FXIIa inh 1536: -2
COC(=O)C1CCN(C(=O)CSc2ccccc2)CC1 is listed with TbHK1 inh: 38; L929 necroptosis: 0.6; CHOP inh: 10; EP2 antag: 3; TNF death inh: 1.4; PPC-1+TRAIL kill: 14; Wee1 degr inh: 5; FXIa inh 1536: 6; FXIIa inh 1536: 5

Additional entries:
SMILES	TbHK1 inh	L929 necroptosis	CHOP inh	EP2 antag	TNF death inh	PPC-1+TRAIL kill	Wee1 degr inh	FXIa inh 1536	FXIIa inh 1536
O=C(CSc1cccc[n+]1[O-])NN(c1ccccc1)c1ccccc1	-9	0.0	5	14	-1.3	7	1	-2	6
COc1ccc(-n2c(/C=C(\C)O)nc(=O)c3c(C)cc(C)nc32)cc1	-41	0.5	8	7	-2.1	10	0	-3	13
CC(=O)c1cccc(CN2CCN(C(C)C)C(CCO)C2)c1 (stereo not given)	5	-0.5	34	2	0.0	18	-2	-2	6
O=C(CN1C(=O)NC2NC(=O)NC21)NN=C1CCCC1 (stereo not given)	-14	0.7	14	6	1.1	10	1	9	6
COC(=O)c1ccccc1NC(=O)C1CCCN(S(=O)(=O)c2ccccc2)C1 (stereo not given)	3	0.1	51	7	-0.9	14	6	5	11
COc1ccccc1-c1c(C#N)c(N)nc2c1CCC2	-16	0.1	-2	8	1.1	17	1	-6	-2
Brc1cccc(-c2cnc3n2CCCCC3)c1	-3	-0.1	43	23	0.8	6	-1	2	10
Cc1ccc(NC(=O)c2cc([N+](=O)[O-])ccc2NCc2cccnc2)cc1	-8	-0.2	39	7	-9.6	-10	1	-6	17
CN(Cc1ccc(-n2cccn2)cc1)C(=O)c1cnn2c1NC(c1ccco1)CC2C(F)(F)F (stereo not given)	-3	0.0	76*	12	-5.0	20	3	11	15
COc1ccc2c(c1)n([O-])c1c([n+]2=O)CCC1	-20	-0.1	-22	2	1.1	17	-2	-4	4
N#Cc1c(N)n(-c2cccc(C(=O)O)c2)c2nc3ccccc3nc12	-20	-0.1	-3	1	-1.0	-11	3	-25	-27
Cn1c(C(=O)O)cnc1Sc1ncc(C(F)(F)F)cc1Cl	5	4.2	9	15	-0.1	-8	0	-3	5
Cc1ccc(C)c(C(=O)CN2C(=O)CCC2=O)c1	-4	0.6	4	14	0.5	5	1	5	10
COc1ccc(CNC(=O)c2cnn3c(C(F)F)cc(C)nc23)cc1	-4	0.2	21	21	-0.7	9	1	7	16
COc1oc(-c2ccccc2C)nc1C(F)(F)F	2	29	10	9	-1.0	10	-1	0	-4
CCCNC(=O)N1CCCC(C(N)=O)C1 (stereo not given)	-2	1.5	7	3	0.8	5	0	2	5
